# Screening data as filed in PubChem.
# HBB splice mod: modulators of hemoglobin beta chain splicing. HBB splicing reporter cell assay, activation; EGFP reporter with mutant IVS2-654 intron; response scale: normalised to 500 nM splice-correcting PNA. Potency, µM (series often up to 46.1 µM), without a hit: at the top dose activation, most hits filed as activators. actives 0.06% (n = 65,000); further: potency means the concentration at half of the fitted maximal effect; 0% is about no effect
#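 HeLa cells stably expressing EGFP interrupted by mutant beta-globin intron 2 (IVS2-654), 500/well in 2% FCS. Treated with compound for 2 days at 37C. Splicing correction scored as total well GFP intensity (488 nm excitation, 500-520 nm emission); 500 nM antisense PNA served as control.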
# Pol III holo inh: blocks replication by bacterial DNA polymerase III holoenzyme; Potency, µM (series often up to 57.1 µM), for the others: at the highest dose activity change, negative = inhibition; AID 603; reconstituted DNA polymerase III holoenzyme replication, biochemical; actives 0.25% (n = 71,000); further: potency means the concentration at half of the fitted maximal effect; on the % scale 0 is the no-effect control and ±100 the full control effect
#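 Reconstituted *E. coli* holoenzyme (0.35 nM Pol III, 1 nM beta, 154 nM SSB, 2 nM primase) was preincubated with compound for 15 min at RT. Synthesis on 1.4 nM ssM13Gori ran 35 min, then was stopped with PicoGreen/EDTA and read as dsDNA fluorescence.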
# Epigenetic mod: epigenetic GFP locus derepression in mouse cells; mouse C127i GFP locus derepression, cytometry, 30 h; Potency, µM (doses to about 46.1 µM), for inactives: at the highest dose GFP derepression (activation); actives 0.09% (n = 68,000); AID 597; further: % of control where 0% means no effect
#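 Locus derepression in mouse mammary C127i cells whose integrated CMV-GFP reporter is normally silent; GFP expression after 30 h compound treatment was quantified by counting fluorescent cells.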
# BRCT inh green: BRCA1 BRCT-phosphoprotein interaction inhibition; actives 0.05% (n = 75,000); P38398; AID 875; BRCA1 BRCT-phosphopeptide binding, green fluorescence polarization; Potency, µM (series often up to 76.9 µM), without a hit: top-dose activity change, negative = inhibition, hits mostly inhibitors;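 further: potency means the concentration at half of the fitted maximal effect; plate controls were peptide without protein for full effect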
#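 Compounds were incubated for 12 min at room temperature with a complex of 100 nM fluorescein-tagged pBACH1 decapeptide and 250 nM His-tagged BRCT protein. Buffer was phosphate pH 7.3 with EDTA, DTT and Tween 20. Disruption of binding lowers the polarization signal.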
# BRCT PPI red: BRCT-phosphoprotein interaction inhibition (red fluorophore). actives 0.03% (n = 75,000). AID 892. Potency, µM (top dose mostly 76.9 µM), without a hit: top-dose activity change, negative = inhibition, hits mostly inhibitors. BRCT-phosphopeptide binding, red fluorescence polarization; further: on the % scale 0 is the no-effect control and ±100 the full control effect
#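 Fluorescence polarization: 100 nM His-tagged BRCA1 BRCT with 100 nM TAMRA-labelled phospho-BACH1 decapeptide, phosphate buffer pH 7.3 with 150 mM NaCl, DTT, 0.01% Tween 20; 12 min RT. Binding inhibition seen as FP decrease.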
# Hsp90 Hop PPI: changes Hsp90-Hop TPR2A binding signal, up or down; AlphaScreen TPR2A-His6 binding biotin-Hsp90 C-terminal peptide; Potency, µM (highest dose often 57 µM), without a hit: at the highest dose activity change, negative = inhibition; actives 0.44% (n = 71,000); AID 595; active means well fitted curve in either direction with a large enough effect; inconclusive means small, poorly fitted or top-dose-only effect, or another doubt; further: potency means the concentration at half of the fitted maximal effect; on the % scale 0 is the no-effect control and ±100 the full control effect; many of its hits are not listed in these tables
# CRE-bla Fsk: alters forskolin-stimulated CRE reporter signaling in CHO cells | CHO CRE-bla reporter (cAMP response element driving beta-lactamase), forskolin EC10, beta-lactamase ratio | Potency, µM (titrated, usually from 38.2 µM), without a hit: at the top dose activity change, negative = inhibition, most hits filed as activators | actives 2.5% (n = 71,000) | AID 662; active means well fitted activation curve with a large enough effect in the signal ratio, with a control signal flat, not every such curve was filed as active; inconclusive means small, poorly fitted or top-dose-only effect, or effect the other way, or a change in a side signal; the % refers to the signal ratio; further: potency means the concentration at half of the fitted maximal effect; % of control where 0% means no effect
#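 AC50 values, positive or negative, reflect shifts in EC10 NKH 477-induced CRE-bla reporter activity in CHO cells. Incubation lasted 3 h at 37 °C before CCF4 substrate (2 h, room temperature) and ratiometric 460/530 nm reading.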
# HADH2 inhib: blocks human hydroxyacyl-CoA dehydrogenase type II. recombinant HADH2, NADH fluorescence, beta-hydroxybutyryl-CoA. Potency, µM (doses to about 57.1 µM), without a hit: at the highest dose activity change, negative = inhibition, most hits filed as inhibitors. actives 3.4% (n = 73,000). AID 886; further: potency means the concentration at half of the fitted maximal effect; on the % scale 0 is the no-effect control and ±100 the full control effect; nearly all actives have a fitted effect of over 60% in size; many of its hits are not listed in these tables
# Target sequence (Q99714 whole entry, looked up, one chain of several): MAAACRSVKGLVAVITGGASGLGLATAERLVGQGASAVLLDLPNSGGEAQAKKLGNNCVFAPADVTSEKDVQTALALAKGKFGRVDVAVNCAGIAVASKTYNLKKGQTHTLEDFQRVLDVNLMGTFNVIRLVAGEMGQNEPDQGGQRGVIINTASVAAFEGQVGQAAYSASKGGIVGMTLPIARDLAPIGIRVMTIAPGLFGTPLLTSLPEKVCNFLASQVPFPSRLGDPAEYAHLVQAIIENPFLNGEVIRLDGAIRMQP
#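 E. coli-expressed His-tagged HADH2 tested at 20 nM in alkaline Tris buffer (pH 9.0); oxidation of 90 uM beta-hydroxybutyryl-CoA with 1 mM NAD+ tracked fluorimetrically for 4 min.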
# USP2a inhib: blocks human ubiquitin-specific protease USP2a | O75604 | USP2a enzymatic assay, qHTS inhibition | Potency, µM (series often up to 38.3 µM), for the others: at the top dose activity change, negative = inhibition, usual class: inhibitors | actives 0.1% (n = 60,000) | AID 927;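 further: potency means the concentration at half of the fitted maximal effect; nearly all actives have a fitted effect of over 60% in size; plate controls were DMSO for no effect and NEM full inhibition control for full effect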
#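 Coupled readout: USP2-cleaved Ub-PLA2 (20nM final) turns over NBD C6-HPC (20uM final), Ex 460nm/Em 535nm after 2.5 h, time-zero read flagging artifacts. Enzyme (20nM final, pH 8.0 Tris) given 30 min RT with compound first; NEM defines full inhibition.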
# UbGFP stabilizer: proteasome inhibitors stabilizing ubiquitin-GFP reporter. Ubiquitin-GFP reporter cells, proteasome inhibition, GFP fluorescence; response scale: untreated = 0%, 10 µM MG-132 = 100%. Potency, µM (series often up to 45.9 µM), for inactives: at the top dose activation (GFP accumulation), usual class: activators. 67,000 tested, under 10 active. AID 526; active means well fitted activation curve with a large enough effect, not every such curve was filed as active; inconclusive means small, poorly fitted or top-dose-only effect, or another doubt; inactive means no such curve, though single readings can be large or run the other way; further: potency means the concentration at half of the fitted maximal effect
#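 U2OS Ub(G76V)-GFP reporter; O/N plating, 0.5% FBS; cpd 46 uM–2.9 nM, 4 h, 37 °C; GFP+ cell count, 488/515 nm; norm. to basal vs 10 uM MG-132; CRC fit.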
# ALOX15 inhib: 15-hLO (ALOX15) enzyme inhibition | actives 1.4% (n = 74,000) | purified 15hLO-1, xylenol orange hydroperoxide absorbance | Potency, µM (titrated, usually from 57.1 µM), for inactives: at the highest dose activity change, negative = inhibition, usual class: inhibitors | P16050 | AID 887; further: potency means the concentration at half of the fitted maximal effect; on the % scale 0 is the no-effect control and ±100 the full control effect; nearly all actives have a fitted effect of over 55% in size
# Target sequence (P16050 whole entry, looked up): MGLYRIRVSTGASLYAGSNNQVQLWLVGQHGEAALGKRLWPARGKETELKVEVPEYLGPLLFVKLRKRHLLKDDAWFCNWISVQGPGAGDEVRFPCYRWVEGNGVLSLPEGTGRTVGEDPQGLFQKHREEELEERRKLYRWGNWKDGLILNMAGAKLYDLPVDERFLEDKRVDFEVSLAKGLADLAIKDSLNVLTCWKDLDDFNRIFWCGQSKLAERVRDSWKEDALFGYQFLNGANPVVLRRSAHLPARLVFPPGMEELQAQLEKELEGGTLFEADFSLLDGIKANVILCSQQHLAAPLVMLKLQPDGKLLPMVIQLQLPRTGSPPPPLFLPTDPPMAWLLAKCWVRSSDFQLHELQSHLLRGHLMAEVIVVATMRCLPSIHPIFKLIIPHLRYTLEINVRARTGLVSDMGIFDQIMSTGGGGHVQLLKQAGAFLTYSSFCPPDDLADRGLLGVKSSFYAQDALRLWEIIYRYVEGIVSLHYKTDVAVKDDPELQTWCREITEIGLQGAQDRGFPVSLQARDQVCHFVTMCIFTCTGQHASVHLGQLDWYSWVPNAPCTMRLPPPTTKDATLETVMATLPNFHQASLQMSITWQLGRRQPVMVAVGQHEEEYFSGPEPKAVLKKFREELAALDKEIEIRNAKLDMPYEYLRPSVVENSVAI
#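 Purified human 15hLO-1 (40 nM) in 25 mM Hepes pH 7.5, 0.01% Triton X-100, preincubated 15 min RT with compound, then 50 uM arachidonic acid for 6 min. Hydroperoxide read by ferrous/xylenol orange, 30 min; 573/405 nm absorbance ratio gave progress.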
# * marks the source's active call; other numbers are inactive results; u = inconclusive; x = not tested or not shown; & = joins results of further samples; [ ] = remark or other dose. Unless noted, the call rests on the fitted dose curve; in most records, active means well fitted curve in the direction sought with a large enough effect; inconclusive means small, poorly fitted or top-dose-only effect, or another doubt; inactive means no such curve, though single readings can be large; an effect the other way counts as inactive or inconclusive. An excerpt, so the mix of outcomes need not match the whole.
SMILES,HBB splice mod,Pol III holo inh,Epigenetic mod,BRCT inh green,BRCT PPI red,Hsp90 Hop PPI,CRE-bla Fsk,HADH2 inhib,USP2a inhib,UbGFP stabilizer,ALOX15 inhib
Cc1cc(C)nc(N2CCN(c3ncnc4c3oc3ccccc34)CC2)n1,-1.6%[57.5 µM],-5%,2%,-2.5%,0.0%,-4%,u,3%,-4%,-3%,0%
COc1ccc2oc(-c3ccccc3)c(C(N)=O)c2c1,-0.4%,-7%,0%,-4.3%,-1.9%,0%,-3%,u,15%,4%,-24%
COc1cc(C(=O)NCc2nnc(SCC(=O)Nc3cc(C)cc(C)c3)o2)cc(OC)c1OC,-0.5%,1%,0%,1.5%,-2.5%,1%,u,8%,19%,5%,3%
COc1ccc(CN2CCN(c3ccccn3)CC2)cc1OCc1ccccc1,-0.2%,6%,0%,-1.7%,0.8%,-7%,-14%,7%,3%,0%,0%
Cn1ncc(C#N)c1NC(=O)c1nn2cccnc2c1Cl,1.0%,-5%,6%,0.3%,-0.5%,-5%,18%,1%,-3%,9%,14%
COc1ccccc1OCC(=O)Nc1ccc(S(=O)(=O)NC(C)=O)cc1,-4.1%,-2%,1%,-0.1%,0.1%,-5%,4%,u,-4%,3%,3%
O=C(C1=C(O)C(=O)N(Cc2ccccc2)C1c1ccncc1)c1ccco1 (configuration not stated),x,-4%,-2%,0.9%,-1.0%,-3%,-2%,-25%,51%[activator],-3%,-7%
CCC(=O)OC1(C#CCOc2ccc(OC)cc2)CCN(C)CC1,5.2%,-6%,3%,0.4%,0.0%,-1%,-15%,2%,3%,11%,19%
CC(C)COc1ccc(/C(O)=C2/C(=O)C(=O)N(CCN(C)C)C2c2ccncc2)cc1 (configuration not stated),-7.1%[57.5 µM],-2%,-2%,-3.2%,-0.7%,-1%,0%,0%,-15%,-1%,11%
Cc1nc(Nc2ccccc2)c2nc(-c3ccccc3)n(CCCN3CCCCC3C)c2n1 (configuration not stated),-1.3%,0%,x,1.5%,1.6%,-4%,2%,24%,x,1%,0%
COc1ccc(OC)c(NC(=O)C2C3C=CC(C3)C2C(=O)NCc2ccccn2)c1 (configuration not stated),x,-8%,1%,-2.3%,-0.6%,-4%,6%,7%,-25%,0%,4%
CCOC(=O)c1cnc(N(C)C)nc1SC(=N)N,1.9%[9.22 µM],-11%[11.4 µM],8%[9.22 µM],-0.9%[15.4 µM],-1.9%[15.4 µM],-1%[11 µM],-4%[7.6 µM],u,x,3%[9.17 µM],-7%[11.4 µM]
COC(=O)c1nnn(-c2nonc2N)c1CSc1ccc(Cl)cc1,-1.2%,-2%,-4%,0.2%,-0.6%,-1%,12%,-2%,-10%,-3%,2%
NCCCCC(=O)O,-0.2%,3%,-2%,-1.9%[3.08 µM],-0.9%&-2.7%,-2%,-2%,12%,21%&4%,-4%,-9%&9%
CCc1ccc(S(=O)(=O)NCc2cn3ccccc3n2)s1,0.9%,4%,0%,1.0%,0.9%,5%,u,6%,4%,-5%,8%
Cc1ccc(-c2nnn(CC(=O)N(c3cccc(F)c3)C(C(=O)NC3CCCC3)c3ccco3)n2)o1 (configuration not stated),x,-9%,-2%,-0.3%,-1.0%,-7%,-2%,12%,-2%,9%,-3%
Cn1cnnc1SCC(=O)NCc1cccc(C(F)(F)F)c1,0.5%,2%,-2%,-0.9%,0.2%,-2%,14%,6%,12%,9%,3%
COc1cccc(S(=O)(=O)Nc2cccnc2)c1,0.6%,-1%,0%,-2.4%,-0.8%,-5%,1%,-5%,-6%,-4%,0%
CCOC(=O)C1CCN(Cc2coc3ccc(Cl)cc3c2=O)CC1,0.2%,-3%,-2%,-1.1%,-1.4%,-4%,-4%,1%,-7%,-5%,-10%
O=C1CCCCCN1C(=O)c1ccc(C(=O)N2CCCCCC2=O)cc1,x,-5%,-2%,-2.0%,-0.5%,2%,7%,4%,-1%,-6%,2%
Nc1nc(N2CCOCC2)nc2ccccc12,1.6%[1.84 µM],-4%,-4%,-0.9%,-0.6%,0%,u,20µM*,5%,14%,7%
COc1ccc2cnn(Cc3ccccc3)c(=O)c2c1OC,0.9%[0.369 µM],-10%,-2%,-1.5%,-1.7%,-5%,u,4%,6%,x,4%
CCOc1ccc(C(=O)Nc2c3c(nn2-c2ccc(F)cc2)CS(=O)C3)cc1 (configuration not stated),-1.0%,1%,4%,0.4%,0.4%,-3%,-4%,-5%,6%,-2%,2%
Cc1ccc(C(C)n2cc(C(=O)NCCN3CCN(C)CC3)nn2)cc1 (configuration not stated),-0.2%[57.5 µM],-4%,-1%,-1.9%,-3.4%,0%,-11%,-3%,6%,-3%,10%
O=C(NCc1ccc2c(c1)OCO2)C1CCC(CNS(=O)(=O)c2ccccc2)CC1 (configuration not stated),-1.5%,4%,-1%,-2.6%,-0.9%,1%,u,6%,8%,-2%,7%

# An excerpt from above in order of the CRE-bla Fsk value, descending:
Molecule,CRE-bla Fsk
Cc1ccc(-c2nnn(CC(=O)N(c3cccc(F)c3)C(C(=O)NC3CCCC3)c3ccco3)n2)o1 (configuration not stated),-2%
COc1ccc2oc(-c3ccccc3)c(C(N)=O)c2c1,-3%
COc1ccc(CN2CCN(c3ccccn3)CC2)cc1OCc1ccccc1,-14%

# New compounds follow:
SMILES,HBB splice mod,Pol III holo inh,Epigenetic mod,BRCT inh green,BRCT PPI red,Hsp90 Hop PPI,CRE-bla Fsk,HADH2 inhib,USP2a inhib,UbGFP stabilizer,ALOX15 inhib
Cc1ccc(S(=O)(=O)CC2CSc3nnc(C)c(=O)n32)cc1 (configuration not stated),1.5%,0%,-3%,-1.9%,-0.5%,-1%,6%,-2%,-3%,7%,6%
C=CC(=O)OCC(CO)(COC(=O)C=C)COC(=O)C=C,-1.0%,-2%,x,-0.1%,0.4%,0%,u,-30%,x,x,-10%
CCOC(=O)c1c(NC(=O)c2cccs2)sc(C)c1C,x,0%,2%,-1.1%,-0.7%,6%,2.5µM*,-29%,-15%,3%,6%
Cn1c(Cc2csc(N)n2)nnc1SCC(=O)NC1CCCCC1,1.9%,-4%,3%,-0.6%,1.7%,u,u,-2%,-2%,-1%,4%
CCCNC(=O)C1CC(=O)N(c2ccc(OCC(=O)Nc3cccc(C)c3C)cc2)C1 (configuration not stated),0.3%,2%,-2%,-0.9%,0.5%,-1%,0%,8%,x,9%,12%
Cc1sc2nc(CN(Cc3cccs3)C(=O)C3CC3)[nH]c(=O)c2c1C,x,-4%,2%,3.6%,-0.4%,1%,u,1%,95%[activator],0%,-20%
Cc1cnc(C(=O)Nc2ccc(F)c(F)c2)cn1,-1.4%,-9%,-2%,-0.4%,-1.5%,-4%,0%,-5%,-4%,1%,-11%
Cn1c(CSc2nc3ccccc3s2)nc2ccccc21,-0.3%[57.5 µM],-4%,-2%,4.5%,-2.5%,1%,u,0%,x,9%,8%
O=C1C2C3C=CC(CO)(O3)C2C(=O)N1c1ccc(-c2ccccc2)cc1 (configuration not stated),-0.2%[9.22 µM],-4%,-2%,-0.1%,0.3%,-6%,u,-22%,46%[activator],21%,-11%
COc1ccc(OCc2nnc(SCC(=O)NCc3ccco3)o2)cc1,x,-1%,3%,-2.2%,0.2%,-3%,3%,-4%,102%[activator],-4%,10%
CC(C)CCNC(=O)CN(CCCN1CCOCC1)C(=O)Cn1nnc(-c2ccc(F)cc2)n1,-0.1%[57.5 µM],u,4%,0.2%,-2.7%,-1%,-9%,16%,13%,-1%,-13%
CC(C)(C)N1C(=O)[C@H]2[C@H]3[C@H](O)[C@H](O)C/C(=N/OCc4ccccc4)[C@@H]3CC[C@@H]2C1=O,-0.2%[9.22 µM],x,x,1.8%[15.4 µM],1.5%[15.4 µM],x,x,8%[11.4 µM],x,x,-13%[11.4 µM]
